# S1P4 antag = S1P4 receptor antagonists, primary screen, cell-based. Sphingosine 1-phosphate receptor 4 (Homo sapiens), O95977. S1P4-expressing cells, antagonist mode, reporter read-out. hit rate 0.26% among 220,000. inhibition, % at 4.98 µM. AID 1510, 2009; in the data active = inhibition above about 29%;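 note: 0% = wells stimulated with agonist and 100% = vehicle wells without agonist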
# Target sequence (O95977 whole entry, looked up): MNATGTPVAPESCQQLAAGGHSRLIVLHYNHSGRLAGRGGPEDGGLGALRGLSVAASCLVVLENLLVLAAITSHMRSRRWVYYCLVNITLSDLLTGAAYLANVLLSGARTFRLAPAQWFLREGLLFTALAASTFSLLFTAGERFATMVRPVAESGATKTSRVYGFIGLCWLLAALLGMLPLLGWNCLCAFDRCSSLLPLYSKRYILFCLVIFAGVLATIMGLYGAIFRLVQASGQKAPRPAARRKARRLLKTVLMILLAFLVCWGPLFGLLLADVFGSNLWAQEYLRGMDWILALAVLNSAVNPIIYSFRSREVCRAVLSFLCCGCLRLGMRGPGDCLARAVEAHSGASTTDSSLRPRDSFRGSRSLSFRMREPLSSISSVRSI
# EP2 mod = EP2 receptor modulators, cAMP readout, primary screen, cell-based, HTRF cAMP, PGE2 stimulation. EP2-expressing cells, cAMP HTRF FRET, PGE2 co-stimulation. Prostaglandin E2 receptor EP2 subtype (Homo sapiens), P43116. induction, % at 25 µM. AID 940, 2007. hit rate 0.83% among 260,000;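 active = compounds whose cAMP rise, as percent of the full-agonist control response, exceeds 60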;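 note: rat C6 glioma line stably carrying human EP2 under a CMV promoter; the protocol text gives 20 µM as final concentration; 100% = response of wells given 1 µM PGE2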
# p97 inhibitor = inhibitors of human p97 ATPase, primary screen, biochemical; Transitional endoplasmic reticulum ATPase (Homo sapiens), P55072; recombinant p97 ATPase, Kinase-Glo ATP luminescence, 3 h; inhibition, % at 8 µM; hit rate 0.42% among 220,000; AID 1481, 2009; in the data active = inhibition above about 15%;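 note: 0% = DMSO vehicle and 100% = wells lacking enzyme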
# NPY-Y2 PAM-ag = NPY-Y2 potentiators or agonists, primary screen, cell-based. Neuropeptide Y receptor type 2 (Homo sapiens), P49146. cells expressing NPY-Y2, potentiator/agonist read-out. activation, % at 3.6 µM. hit rate 0.45% among 220,000; in the data active = activation above about 27%;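 note: cells stimulated with NPY near EC25 plus isoproterenol at EC100; 0% = vehicle plus submaximal agonist and 100% = vehicle plus saturating agonist; some results beyond the cut were filed as inactive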
# Target sequence (P49146 whole entry, looked up): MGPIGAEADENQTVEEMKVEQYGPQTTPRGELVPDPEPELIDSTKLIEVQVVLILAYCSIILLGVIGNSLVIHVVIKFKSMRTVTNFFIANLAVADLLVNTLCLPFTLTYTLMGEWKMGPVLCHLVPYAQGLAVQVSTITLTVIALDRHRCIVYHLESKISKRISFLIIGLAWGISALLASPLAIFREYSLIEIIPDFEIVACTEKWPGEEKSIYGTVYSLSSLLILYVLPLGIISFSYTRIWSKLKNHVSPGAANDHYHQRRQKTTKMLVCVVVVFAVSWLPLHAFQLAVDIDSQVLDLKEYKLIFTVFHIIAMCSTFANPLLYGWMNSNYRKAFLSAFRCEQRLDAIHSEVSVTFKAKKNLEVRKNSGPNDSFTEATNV
# NPY Y1 blocker = NPY-Y1 receptor antagonists, primary screen, cell-based | inhibition, % at 3.6 µM | hit rate 1% among 200,000 | HEK293-CNG Y1 cells, membrane potential fluorescence; NPY at EC95, then isoproterenol | Neuropeptide Y receptor type 1 (Homo sapiens), P25929;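 active = inhibition above the campaign mean inhibition of all tested compounds plus 3 SD, cut at about 20% in these data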;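 note: 0% = DMSO wells given NPY plus isoproterenol and 100% = isoproterenol alone without NPY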
#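 Material: Y1- and CNG-channel-expressing HEK293 cells / Probe or stimulus: NPY 25 nM then isoproterenol 1 µM plus Ro 20-1724 25 µM / Doses: 3.6 µM single dose, DMSO 0.4% / Schedule: compound incubation 1 h at room temperature, readout 45 min post-stimulation / Signal: membrane potential fluorescence / Benchmarks: isoproterenol-only wells as full block versus NPY-plus-isoproterenol wells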
# S1P4 agonist = S1P4 receptor agonists, primary screen, cell-based. S1P4-expressing cell line, agonist reporter assay. Sphingosine 1-phosphate receptor 4 (Homo sapiens), O95977. activation, % at 4.98 µM. hit rate 0.35% among 220,000; in the data active = activation above about 11%;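 note: 0% = DMSO vehicle and 100% = reference agonist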
# eIF4E 4G PPI = eIF4E–eIF4G protein interaction inhibitors, primary screen, biochemical, uHTS, TR-FRET, eIF4GI fragment; Eukaryotic translation initiation factor 4E (Mus musculus) + Eukaryotic translation …; TR-FRET eIF4E-eIF4GI(517-606) binding, 2 h; inhibition, % at 21.7 µM; hit rate 0.37% among 220,000;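 active = inhibition above about 30%, limit read from the data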;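 note: 0% = full FRET control wells and 100% = background wells lacking eIF4GI fragment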
# EP2 antag = human EP2 receptor antagonists, primary screen, TR-FRET cAMP, C6 glioma cells; inhibition, % at 25 µM; hit rate 0.52% among 260,000; AID 1422, 2008; C6 glioma cells expressing human EP2; cells stimulated with saturating PGE2;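 active = percent inhibition above 40 after rounding to a whole number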;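 note: rat C6 glioma host cells with rolipram phosphodiesterase inhibitor present; the protocol text gives 20 µM as final concentration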
# NPY1 pot ag = NPY-Y1 receptor potentiators or agonists, primary screen, cell-based | Neuropeptide Y receptor type 1 (Homo sapiens), P25929 | NPY-Y1 expressing cells, potentiator/agonist activation | activation, % at 3.6 µM | hit rate 0.37% among 220,000; in the data active = activation above about 33%, passing the limit was not always enough;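 note: cells stimulated with NPY at EC10 then isoproterenol at EC100; 0% = low agonist plus stimulus and 100% = saturating agonist plus stimulus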
# An asterisk follows results filed as active; x = not tested or not shown; & = joins results of further samples; [ ] = another dose, or the depositor's remark. Some of the compounds tested; count on the stated rates, not on these rows.
smiles	S1P4 antag	EP2 mod	p97 inhibitor	NPY-Y2 PAM-ag	NPY Y1 blocker	S1P4 agonist	eIF4E 4G PPI	EP2 antag	NPY1 pot ag
Cc1ccc(-n2nc3c(c2NC(=O)c2ccc(OC(C)C)cc2)CS(=O)C3)cc1 (stereo not given)	4.6	17.1	1.1	3.7	-1.4	-0.3	2.4[fluorescence artefact?]	6.7	19.2
CCOc1cc(C2Nc3ccccc3C(=O)N2c2ccccc2)c(Br)cc1OCC(=O)O (stereo not given)	-8.7	48.5	6.9	2.8	12.3	0.5	3.1	10.5	-2.2
O=C(O)COc1ccc(/C=N/n2c(COc3ccccc3)nc3ccccc3c2=O)cc1	-3.5	16.7	2.6	-7.2	-0.9	-2.2	7.6	5.9	-5.5
Cc1ccc(C(=O)COC(=O)c2ccc3c(c2)C(=O)N(c2cccc4ncccc24)C3=O)cc1C	-8.2	31.5	-1.2	4.0	-3.3	-1.3	-47.6	3.9	-15.5
Cc1ccn2c(NCc3ccccc3)c(-c3cccs3)nc2c1	-14.0	28.9	-5.8	13.4	8.6	2.3	2.8	2.5	10.1
c1ccc(OCc2nc3ccccc3[nH]2)cc1	-10.9	-9.8	-1.3	4.4	5.3	-1.1	1.0	4.1	-6.5
CN1CCN(C(=O)CN(Cc2ccccc2)S(C)(=O)=O)CC1	4.8	6.8	3.3	5.5	-4.5	2.2	5.7	7.8	20.6
CCOc1ccc(NC(=O)/C(=C\c2ccc(OC(C)=O)c(OC)c2)NC(C)=O)cc1	-12.3	12.9	1.8	12.1	8.1	-0.1	16.7	4.0	-1.8
CCOc1ccccc1-c1cc(C(=O)N/N=C/c2ccc3c(c2)OCO3)c2ccccc2n1	-13.8	1.8	2.5	4.6	3.9	-4.5	1.5	11.8	8.6
Cc1c(Cl)cccc1NC(=O)NCc1ccncc1	-5.5	-6.7	0.7	-3.6	0.4	0.5	-2.8	4.6	-6.9
CC1CCC(C(C)C)C(OC(=O)COC(=O)c2ccc(N)cc2)C1 (stereo not given)	17.4	32.1	-1.0	-16.4	1.8	0.9	54.2*	10.4	-5.5
C=CCNCC(=O)N1N=C(c2ccc3ccccc3c2)CC1c1ccc(OC)cc1 (stereo not given)	1.4	19.7	-2.7	-35.1	31.6*	-0.2	6.3	6.0	-36.8
Cc1ccc(Oc2ccc(C(=O)NC3CCSC3=O)cn2)cc1 (stereo not given)	-6.2	9.5	0.4	-4.2	-3.1	-4.4	-1.8	13.3	-23.5
CN1CCN(C(=O)c2ccc(-c3nn(C)c(=O)c4ccccc34)cc2)CC1	-17.2	x	0.1	7.5	-5.0	-0.1	x	7.4	-13.0
Clc1cc(Cl)c2nc(N3CCOCC3)sc2c1	4.5	-61.9	0.8	5.5	14.5	0.4	1.2	4.1	-2.8
O=C(CN(Cc1ccccc1Cl)C(=O)Cn1nnc(-c2cccs2)n1)NCC1CCCO1 (stereo not given)	-3.0	-3.1	3.4	15.9	6.9	-1.0	1.1	2.9	1.0
CCOc1ccc(C(=O)N(CN2CCCC2=O)c2ccc(C)cc2)cc1	-8.8	2.5	-0.8	3.0	6.8	-1.8	-2.4[fluorescence artefact?]	6.5	-4.4
CSc1cccc(NS(=O)(=O)c2ccccc2)c1	-1.6	1.2	5.2	14.2	1.3	2.1	-2.6	2.5	37.6
CN(C(=O)c1ccc2c(c1)OCO2)C1(C(=O)NC2CCCC2)CCCCC1	-28.4	23.1	0.7	4.5	2.0	1.3	-8.7	7.7	-14.6
Cc1cc(=O)[nH]c(SC/C=C/c2ccccc2)n1	5.9	0.0	-3.1	-24.7	12.7	-0.1	-0.8	4.9	-51.6

# (continued)
smiles	S1P4 antag	EP2 mod	p97 inhibitor	NPY-Y2 PAM-ag	NPY Y1 blocker	S1P4 agonist	eIF4E 4G PPI	EP2 antag	NPY1 pot ag
CN(C)C(=O)c1ccc2c(c1)C1C3CCC(C3)C1C(c1ccccc1)N2 (stereo not given)	-24.7	51.7	0.4	12.6	5.5	0.0	22.1	6.1	2.2
CCc1cc(C(=O)O)c(NC(=O)/C=C/c2ccc(OC)c(OC)c2)s1	5.1	2.1	2.4	-3.6	-3.4	-0.2	0.7	9.2	11.1
O=C(Nc1nnc(CCS(=O)(=O)c2ccc3ccccc3c2)s1)c1cccs1	1.5	-55.4&7.8	-5.2	-2.6	8.2	-1.3	-5.8	12.5&11.3	-5.0
CCCNC(=O)[C@H](Cc1c[nH]c2ccccc12)NC(=O)c1ccccc1Cl	-9.6	-6.7	2.3	2.8	-0.2	2.0	0.6	8.6	4.2
Cc1cnc(C(=O)OCC(=O)NCCCc2ccccc2)cn1	-8.4	15.3	-5.3	-8.3	2.7	0.0	-4.1	3.7	-4.9
Cc1ccccc1-n1ncc2c(SCC(=O)N3c4ccccc4CC3C)ncnc21 (stereo not given)	-4.4	-26.5	3.1	-25.7	-1.6	-0.4	-10.0	4.0	-30.4
O=C(Cc1ccc(S(=O)(=O)N2CCCCC2)s1)Nc1ccc(F)cc1F	-23.6	-12.2	3.1	11.2	-1.9	-3.3	-5.3	10.2	1.0
CCc1c(C)nc2ncnn2c1N1CCC(C(=O)NCc2cccc(OC)c2)CC1	-13.5	-0.3	1.9	17.7	2.1	1.4	0.6	7.5	-11.3
CCC(C(=O)Nc1cc(C)on1)c1ccccc1 (stereo not given)	-3.0	-3.6	4.0	9.5	-5.1	-0.9	10.5[fluorescence artefact?]	20.6	11.9
COc1ccc(S(=O)(=O)Nc2ccc3c(c2)OCO3)cc1Cl	-4.7	-3.5	0.0	-3.4	-3.7	-3.5	-0.7	x	-0.3
CCOC(=O)CN(C(=O)CSc1nnc(-c2ccc(OC)c(OC)c2)o1)c1ccc(F)cc1	-6.0	18.7	-3.4	-7.7	5.4	-1.3	3.2	5.9	-11.2
Cc1ccc(S(=O)(=O)CCC(=O)O)cc1C	-2.7	19.1	2.7	-6.8	-2.5	0.3	-0.6[fluorescence artefact?]	1.5	-3.0
O=C(CN1CCC(n2nnc3cc(C(F)(F)F)ccc32)CC1)Nc1ccc2c(c1)CCC2	-6.2	-22.0	0.8	-9.7	0.9	-2.8	-3.5	14.7	-19.6
CC(=O)N(Cc1ccc(Br)cc1)c1cccc(C)c1C	-12.5	-2.1	-2.7	2.0	33.5*	-1.3	1.7	1.1	-11.1
Cc1ccccc1NC(=O)CCN1C(=O)CSC1=O	-10.2	24.0	-3.5	-5.0	-0.6	-1.9	-4.6	8.6	9.1
Cc1nnc(SCc2cn3ccsc3n2)n(N)c1=O	-13.7	18.1	1.9	12.7	-5.4	1.6	1.5	8.2	26.3
O=C(Cc1ccc2cccnc2c1)c1ccc(O)cc1O	17.4	27.5	5.0	7.7	-3.2	0.4	7.5	2.4	1.6
Cc1ncoc1C(=O)N1CCCC(C(=O)c2ccc(-c3ccccc3)cc2)C1 (stereo not given)	-4.3	-94.8	-2.4	3.0	3.0	0.5	-0.7	14.4	17.8
CCOC(=O)c1sc(NC(=O)c2cccs2)cc1C	-3.2	-26.3	-4.3	14.5	1.5	2.2	11.3	5.2	4.6
Cc1ccc(C(=O)N/C(=C\c2ccc(-c3cccc([N+](=O)[O-])c3)o2)C(=O)NC(C)(C)C)cc1	-26.6	18.9	1.2	-19.7	1.8	2.9	-1.5[fluorescence artefact?]	9.0	-11.8

# Following part
smiles	S1P4 antag	EP2 mod	p97 inhibitor	NPY-Y2 PAM-ag	NPY Y1 blocker	S1P4 agonist	eIF4E 4G PPI	EP2 antag	NPY1 pot ag
Cc1ccc(NC(=O)CCCc2nc3ccccc3s2)c(O)c1	-3.8	-51.8	0.5	-34.6	2.0	-0.8	0.6	12.5	-44.9
CCn1c(SCC(=O)NNC(=O)Cc2ccccc2)nnc1-c1ccccc1	1.6	33.2	-7.5	4.3	-4.4	-3.4	0.8[fluorescence artefact?]	8.5	-9.6
CC(C)CCN(C(=S)NC(=O)C1CCCCC1)c1c(N)n(Cc2ccccc2)c(=O)[nH]c1=O	-7.1	6.4	-2.0	-3.8	5.6	-0.5	-6.0	2.3	0.8
Oc1ccccc1C(=S)N1CCCCC1	-9.1	9.4	3.8	13.5	1.4	-0.5	1.4	12.5	7.9
CCOC(=O)c1c(/N=C/c2cc(OC)cc([N+](=O)[O-])c2O)sc(C)c1C	-20.0	-12.3	-0.9	5.7	14.6	4.1	4.7	3.7	-12.9
CC(C)OC(=O)Cn1nnc(-c2ccccc2)n1	-7.8	17.1	-8.4	-3.7	-3.3	1.0	2.1	11.8	-6.8
N#CCCCn1c(=O)oc2ccccc21	-19.1	31.7	5.2	2.7	-2.1	-0.9	-2.3	4.4	12.7
COc1ccc(C(=O)/C=C/c2ccc(OC)c(O)c2)c(F)c1	6.0	-5.0	3.0	2.8	0.1	1.9	6.2[fluorescence artefact?]	8.6	-11.6
Cc1ccccc1NC(=O)/C=C/c1cccs1	-3.6	-19.8	1.8	0.2	3.6	-4.2	3.4	8.8	-4.9
COc1ccc2nc3oc(C(=O)Nc4ccc(OC)c(OC)c4)cc3cc2c1	-10.5	-5.9	-0.4	-1.8	3.9	-0.9	-5.0	13.8	12.5
O=C(CSCc1ccccc1)NCCCN1CCOCC1	-6.8	16.3	-1.5	6.4	3.8	-1.4	-1.6	4.2	-3.4
Cc1ccc(S(=O)(=O)N2CCN(CC(=O)N/N=C/c3ccco3)CC2)cc1	-8.0	1.1	4.7	9.0	-4.6	-1.7	0.4	4.8	9.9
COc1ccc(N2CC(C(=O)Nc3nnc(SCc4ccccn4)s3)CC2=O)cc1 (stereo not given)	-18.0	13.9	3.6	1.0	0.3	3.4	4.3	8.2	-24.1
Cc1c(C(=O)OC(C)C)sc(N)c1C(=O)OC(C)C	-8.0	32.8	-1.4	-9.9	6.3	0.0	2.3[fluorescence artefact?]	5.4	-6.5
CC(=O)Nc1nc(C)c(Oc2ccc(Cl)cc2)c(=O)[nH]1	9.1	-3.4	-0.8	-17.4	x	0.9	-8.2	10.2	-2.2
O=C(O)Cc1ccc(O)c(F)c1	-0.2	23.3	0.1	2.4	-4.2	1.2	1.7	13.5	-4.7
COc1ccccc1NC(=O)c1sc2ncn(Cc3ccccc3C)c(=O)c2c1C	-4.0	15.0	-4.8	-13.3	4.6	-2.2	-26.8	24.6	-11.4
O=C(/C=C/c1cccc(Cl)c1)NCCc1ccccc1	-3.5	-84.5	-1.6	-10.0	10.3	-0.6	19.1	5.4	8.4
O=C1CN(c2nnnn2-c2ccccc2)CCN1	10.2	21.5	-2.4	1.5	-1.5	-1.0	4.0	16.1	-12.2
O=S(=O)(Nc1nc2ccccc2nc1Nc1ccc2c(c1)OCCO2)c1cccs1	-8.7	-32.5	-4.4	3.6	-5.4	0.7	-3.8[fluorescence artefact?]	12.5	24.7
